High-throughput results as filed in PubChem BioAssay.
HCT116 bCat-KO – beta-catenin-lacking colon tumor cell growth suppression | viability, % at 10 µM | HCT116 beta-catenin knockout viability, CellTiter-Glo, 60 h; active compounds read low | actives 1.5% (n = 140,000);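 active = viability at or under a set limit, the compound median less 4 SD, cut at about 6% in these data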;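 note: 0% = Hyamine 1622 control at 20 µM and 100% = untreated cell control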
PTEN del growth – PTEN-deleted cell growth suppression; HCT116 PTEN-null viability, CellTiter-Glo, 60 h; active compounds read low; viability, % at 10 µM; actives 1.2% (n = 140,000); AID 827;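 active = viability at or below a set limit, 4 SD under the median of all tested compounds, cut at about 3.7% in these data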;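 note: PTEN knockout HCT116 line with beta catenin targeted HCT116 as companion control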
Phagocytosis inh – blocks phagocytosis by macrophages; actives 0.07% (n = 110,000); inhibition, % at 5 µM; J774A.1 macrophage IgG-bead phagocytosis, imaging;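 active = inhibition above the mean of the plate negative controls plus 5 SD, cut at about 13% in these data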;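 note: phagocytic index as fraction of beads internalized from green versus red external bead signal; plate controls were DMSO negative control for no effect and cytochalasin-D positive control for full effect; some results beyond the cut were filed as inactive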
E-sel TNF inh – TNF alpha driven E-selectin expression inhibition | inhibition, % at 2 µM | HUVEC TNFa-induced E-selectin immunofluorescence, high content | actives 0.71% (n = 120,000);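 active = inhibition above the batch mean plus 3 SD, and confirmed as a hit on visual image review, cut at about 43% in these data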;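 note: 0% = TNF-stimulated DMSO wells and 100% = unstimulated control wells; not every result past the cut was called active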
Yeast growth inh – reduces growth of yeast BB579 in restrictive medium; S. cerevisiae BB579 growth, OD615, 48 h; inhibition, % at 10 µM; AID 804; actives 0.51% (n = 140,000);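 active = inhibition above a set limit, 3 SD over the mean compound inhibition, cut at about 44% in these data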; note: inactives centre near -24
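System: Saccharomyces cerevisiae DeaD strain BB579, replicative lifespan model yeast. Buffer or medium: restrictive glucose-based CSMM-D medium. Doses: one dose, 10 µM compound with 0.25% DMSO. Timing: 4 h preincubation and 48 h exposure at 30 °C. Detection: turbidity as optical density at 615 nm. Benchmarks: amphotericin B 10 µg/mL, positive.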
Measles CPE – protection of cells from measles virus; Measles virus-infected cells, CPE protection, absorbance; protection (pct of control), % at 4 µM; actives 1.5% (n = 140,000); AID 841; in the data active = protection mostly above about 24%, no sharp cut-off; inactive = mostly below about 26%; note: some compounds called inactive have numbers as strong as hits
Yeast life ext – extends the lifespan of yeast; S. cerevisiae growth with nicotinamide, OD615; deaD strain in restrictive glucose medium; inhibition of the nicotinamide effect, % at 10 µM; actives 0.68% (n = 130,000); AID 775;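 active = inhibition above a set limit, placed 3 SD over the median of all compounds, cut at about 26% in these data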;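 note: 0% = nicotinamide-treated wells and 100% = cells grown without nicotinamide; some compounds called inactive have numbers as strong as hits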
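Assay system: engineered S. cerevisiae DeaD replicative-lifespan strain, galactose-grown log-phase cells; Buffer or medium: CSMM-D glucose medium, restrictive; Probe or stimulus: nicotinamide 1.5 mM; Compound: single dose 10 µM compound, 0.25% DMSO; Schedule: 4 h preincubation then 48 h treatment at 30 °C; Technique: OD615 measurement.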
MRP-1 activ – activators of MRP-1; H69AR cells + doxorubicin, viability rescue, CellTiter-Glo; viability increase, % at 10 µM; actives 0.61% (n = 140,000);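 active = viability gain under doxorubicin at or above a set limit, the compound median plus 3 SD, cut at about 4.7% in these data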;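 note: MRP-1 overexpressing cells given doxorubicin 25 µM after compound pretreatment; 18-22 h compound pretreatment then 72 h with doxorubicin before readout; 0% = doxorubicin-only wells and 100% = vehicle-treated cells without doxorubicin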
GALR2 antag – GALR2 (human) receptor antagonism; O43603; GALR2-expressing cells, antagonist mode; inhibition, % at 4 µM; actives 0.39% (n = 140,000); AID 828; in the data active = inhibition above about 27%;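 note: cells stimulated with galanin 1-16 at roughly its EC80; 0% = agonist challenge control and 100% = basal control without agonist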
Target sequence (O43603 whole entry, looked up): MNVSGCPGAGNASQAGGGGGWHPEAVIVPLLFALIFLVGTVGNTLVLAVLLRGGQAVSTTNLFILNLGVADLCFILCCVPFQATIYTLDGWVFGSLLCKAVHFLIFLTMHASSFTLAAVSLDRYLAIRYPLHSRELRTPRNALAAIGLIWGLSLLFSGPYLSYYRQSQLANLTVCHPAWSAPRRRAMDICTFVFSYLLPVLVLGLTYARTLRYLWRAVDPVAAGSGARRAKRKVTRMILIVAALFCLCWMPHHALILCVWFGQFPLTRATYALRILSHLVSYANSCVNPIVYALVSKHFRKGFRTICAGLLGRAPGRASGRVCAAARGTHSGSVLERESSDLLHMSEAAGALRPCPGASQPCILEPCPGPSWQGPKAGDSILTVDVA
NPY Y2 blocker – NPY-Y2 (human) receptor antagonism; P49146; NPY-Y2 expressing cells, antagonist mode; inhibition, % at 2.7 µM; actives 0.99% (n = 140,000); AID 793; in the data active = inhibition above about 17%;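 note: 0% = vehicle with agonist challenge and 100% = reference antagonist with challenge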
Target sequence (P49146 whole entry, looked up): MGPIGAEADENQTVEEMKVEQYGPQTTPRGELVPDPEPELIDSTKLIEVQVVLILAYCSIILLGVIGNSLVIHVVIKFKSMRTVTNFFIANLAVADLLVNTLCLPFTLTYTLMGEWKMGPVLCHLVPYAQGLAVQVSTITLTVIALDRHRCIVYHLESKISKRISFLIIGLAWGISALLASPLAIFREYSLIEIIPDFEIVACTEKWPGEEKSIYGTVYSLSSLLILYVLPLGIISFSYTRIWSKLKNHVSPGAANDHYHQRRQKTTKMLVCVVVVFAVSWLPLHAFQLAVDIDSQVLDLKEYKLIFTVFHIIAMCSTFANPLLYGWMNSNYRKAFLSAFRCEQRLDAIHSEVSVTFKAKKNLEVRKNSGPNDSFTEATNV
* marks the source's active call; other numbers are inactive results; nt = no result given.

SMILES	HCT116 bCat-KO	PTEN del growth	Phagocytosis inh	E-sel TNF inh	Yeast growth inh	Measles CPE	Yeast life ext	MRP-1 activ	GALR2 antag	NPY Y2 blocker
COCCNC(=O)COc1ccc(Nc2ccccc2)cc1	102	99	-1	nt	-12	36	-9	-1.4	7	0
O=C(NCc1ccco1)c1ccc(S(=O)(=O)N2CCCc3ccccc32)cc1	75	73	-4	nt	-24	16	0	-1.3	-8	1
CC1Cc2ccccc2N1C(=O)CCNS(=O)(=O)c1ccc2c(c1)CCC(=O)N2 (centres undefined)	95	101	4	nt	-21	2	-7	-1.6	14	-1
CCOC(=O)c1ccccc1NCN1C(=O)CSC1=O	107	105	-1	-84	-21	5	-24	-0.8	13	4
Cc1ccc(NC(=S)N(CCN(C)C)Cc2cc3cc(C)cc(C)c3[nH]c2=O)cc1	46	59	-5	nt	-8	25	-4	-2.3	-13	7
COc1ccc2c(Cl)c(-c3nnco3)sc2c1	88	81	nt	36	4	25	-39	-1.5	-7	4
CCn1c(SCC(=O)N2CCCC2)nc2c(c1=O)SC(C)C2 (centres undefined)	101	106	1	-6	-18	-1	-6	-3.3	1	1
O=C(/C=C/c1ccc(Cl)c([N+](=O)[O-])c1)Nc1ccc(N2CCCC2)c(Cl)c1	75	54	-3	nt	-34	8	1	-3.2	-1	-1
COc1ccc(OCCCC(=O)NCc2ccco2)cc1	95	94	-1	-5	-28	16	-15	-2.1	6	-1
COC(=O)c1ccc(C(=O)NC(=S)Nc2nc3c(s2)CC(C)CC3)cc1 (centres undefined)	92	95	nt	nt	-18	4	5	2.1	0	2

Some of the entries above in a different format.
SMILES | HCT116 bCat-KO | PTEN del growth | Phagocytosis inh | E-sel TNF inh | Yeast growth inh | Measles CPE | Yeast life ext | MRP-1 activ | GALR2 antag | NPY Y2 blocker
O=C(/C=C/c1ccc(Cl)c([N+](=O)[O-])c1)Nc1ccc(N2CCCC2)c(Cl)c1 | 75 | 54 | -3 | nt | -34 | 8 | 1 | -3.2 | -1 | -1
COc1ccc(OCCCC(=O)NCc2ccco2)cc1 | 95 | 94 | -1 | -5 | -28 | 16 | -15 | -2.1 | 6 | -1

Remaining list, next part:
SMILES	HCT116 bCat-KO	PTEN del growth	Phagocytosis inh	E-sel TNF inh	Yeast growth inh	Measles CPE	Yeast life ext	MRP-1 activ	GALR2 antag	NPY Y2 blocker
CCCCOn1c(C)c(C(=O)OCC)c2c3no[n+]([O-])c3ccc21	71	76	nt	-7	-40	3	-20	-0.4	11	5
CS(=O)(=O)N(CC(=O)NCc1ccco1)c1ccc(Cl)c(C(F)(F)F)c1	91	78	0	nt	-34	5	-2	-0.9	-4	5
COc1ccc(-c2nn(-c3ccccc3)cc2C(=O)Nc2nccs2)cc1OC	58	45	nt	10	-13	7	nt	-4.3	3	18*
COc1cccc(/C=C/C(=O)NCCc2ccc(OC)c(OC)c2)c1	89	91	-5	-21	-7	14	-7	-0.4	-6	5
CCOC(=O)N1CCN(CC(=O)c2ccc3c(c2)CCN3)CC1	90	94	nt	nt	1	nt	-12	-2.4	-6	1
COC(=O)C1C(=O)C=C(Nc2ccc(F)cc2F)CC1c1ccccc1 (centres undefined)	98	100	-4	7	-1	1	-1	-2.8	-2	1
COc1ccc2ncc(S(=O)(=O)c3ccccc3)c(N3CCN(c4ccccc4)CC3)c2c1	68	62	0	nt	-27	5	7	1.0	-15	7
COc1cc(C2C(C(=O)Nc3ccc(F)cc3)=C(C)Nc3nc(CCCO)nn32)cc(OC)c1OC (centres undefined)	103	89	0	nt	0	13	-11	-1.5	nt	nt
Cc1ccc(OCCOCCOc2cccc3cccnc23)c(Br)c1	55	52	-2	-3	-24	5	4	-2.8	0	13
COc1ccc(-c2nnc3ccc(SCC(=O)NCC4CCCO4)nn23)cc1 (centres undefined)	89	98	0	5	-39	5	-15	-1.4	9	0
Cc1ccc(S(=O)(=O)N2CCCC2C(=O)NC2=NCCS2)cc1 (centres undefined)	97	103	0	-10	-27	11	-12	0.1	-4	1
COc1ccc(OC)c(S(=O)(=O)N2CCCCCC2)c1	92	97	nt	-26	-26	3	-3	-1.6	28*	4
O=C(Nc1nc2c(ccc3ccccc32)s1)c1ccco1	55	60	nt	-1	-28	0	-26	-4.3	10	1
O=C(Nc1ccn(Cc2ccccc2F)n1)c1ccc(COc2cc(Cl)ccc2Cl)o1	70	65	nt	-18	-49	4	-17	7.0*	-7	4
Cc1nn(-c2ccccc2)c(C)c1C(=O)NCc1cccs1	88	97	3	nt	-33	9	-6	-1.4	2	1
Cc1cccnc1NC(=S)NC(=O)c1cccs1	87	93	nt	-6	-12	8	-27	-4.0	7	2
Cc1noc(C)c1C(=O)OCC(=O)Nc1ccccc1Oc1ccccc1	91	93	-2	6	-82	17	-5	-0.7	-3	5
COc1cccc(/C=c2\sc3nc(-c4cccs4)nn3c2=O)c1OC	96	99	1	nt	-6	3	-2	0.2	1	11
COc1ccc(C)cc1NS(=O)(=O)c1cc(C)ccc1C	87	90	-2	nt	-3	-1	-5	1.1	-12	4
COc1ccc(C2CCCN2C(=O)Nc2ccc(C)c(C)c2)cc1OC (centres undefined)	89	96	0	-11	-19	9	-9	2.2	-9	2
COc1ccc(NS(=O)(=O)c2ccc(OC)c(NC(=O)CCC3CCCCC3)c2)cc1	94	86	0	-7	-32	16	1	-1.8	-14	2
COc1cccc(CN2C(=O)c3ccccc3C2C(=O)NCC2CCCO2)c1 (centres undefined)	94	102	-1	-7	-34	6	13	0.2	-8	2
CCCCOP(=O)(OCCCC)C(O)c1ccc(Br)cc1 (centres undefined)	76	77	-14	-5	-29	12	0	-0.3	6	6
[O-][n+]1onc2c1CCc1nnc(-c3ccccc3)cc1-2	73	70	-1	-10	-15	8	-17	-2.2	2	0
COC(=O)c1ccc(CSc2nnc(-c3ccncc3)n2Cc2ccccc2)o1	96	93	0	8	-26	2	-7	-3.0	7	-1
Nc1c(C(=O)NCCN2CCOCC2)c2nc3ccccc3nc2n1-c1ccc2c(c1)OCO2	90	81	-1	22	-38	5	-15	-2.8	-3	-2
COc1ccc(NC(=O)c2noc3c2CCC3)cc1	96	96	-1	18	-5	1	-11	2.1	-2	4
CC1Oc2ccccc2N(CC(=O)NCCc2ccccc2)C1=O (centres undefined)	87	89	0	-10	-17	3	-5	-2.9	-2	3
Cc1cc(C(=O)COc2ncnc3sccc23)c(C)n1C1CC1	51	65	-2	nt	6	26	55	0.0	5	-2
O=C(Cn1cnc2c(nnn2Cc2ccc(Cl)cc2)c1=O)NCc1ccco1	77	88	nt	11	-12	4	-5	-3.1	-7	4
CC(C)C(c1nnnn1Cc1ccccc1)N(Cc1ccco1)Cc1cccs1 (centres undefined)	80	82	-1	35	5	4	-7	-3.7	3	4
CCOC(=O)CC(NC(=O)c1ccco1)c1ccc(C)cc1 (centres undefined)	91	99	-4	-46	-8	15	-1	-1.4	1	1
CCCCNC(=O)CCCCC(=O)N/N=C/c1cccc(Cl)c1	100	89	12	nt	-41	7	5	0.7	16	3
Cc1ccc(NC(=O)c2c([N+](=O)[O-])c(C(C)(C)C)nn2C)cc1	91	84	-5	-10	-20	15	8	-1.5	5	1
COC(=O)c1cc(S(=O)(=O)N2CCOCC2)c(N2CCOCC2)cc1N1CCOCC1	91	101	2	56*	-15	4	-9	-2.5	7	5
CN(C)c1nc(-c2ccc([N+](=O)[O-])cc2)cs1	81	87	-1	14	-26	8	-18	0.6	15	4
C/C(Nc1ccccc1)=C(/C#N)C(N)=O	108	111	1	1	-12	9	-7	-0.8	4	0
CCC(C)NC(=O)CSc1nc2scc(-c3ccccc3)c2c(=O)[nH]1 (centres undefined)	95	99	-6	nt	-41	7	4	-0.3	25	6
O=C(Nc1ncccc1O)c1cccc(S(=O)(=O)N2CCc3ccccc32)c1	91	95	0	10	-8	30	-5	-0.9	0	2
CCn1c(O)c(N=NC(=O)c2cccc(S(=O)(=O)N3CCCCC3)c2)c2ccccc21	27	20	-12	nt	-34	28	-2	-4.1	-13	3
O=C(NCCC1=CCCCC1)C(=O)NCc1ccccc1	69	91	-3	nt	-18	24	-3	-3.0	0	3
CCCOC(=O)C1[C@H]2C(=O)N(CC3CCCO3)C[C@]23C=C[C@H]1O3 (some centres undefined)	99	94	-1	nt	-20	13	19	-1.0	-20	-1
O=C1NCCNC1(c1c[nH]c2ccccc12)C(F)(F)F (centres undefined)	95	95	0	2	-11	19	-3	0.4	4	-1
CC(=O)Nc1cccc(Oc2ncnc3scc(-c4ccccc4)c23)c1	84	76	-9	nt	0	19	-8	-3.8	-3	-2
CC(C)c1cc(C(F)(F)F)n2nc(C(=O)O)cc2n1	90	101	-1	17	-4	17	-6	-0.7	1	4
CCN(CC)c1ccc(NC(=O)Cn2ncc3c(C)n(Cc4ccccc4F)c(C)c3c2=O)c(C)c1	100	104	2	nt	-36	9	-1	0.9	15	2
CC(Sc1sc(=S)sc1SC(C)C(=O)O)C(=O)O (centres undefined)	94	101	nt	-14	-21	13	-7	0.8	-2	0
CN(CC(=O)NC1CCCCCC1)S(=O)(=O)c1ccc2c(c1)n(C)c(=O)c(=O)n2C	93	100	0	-6	-20	15	-4	-1.0	-2	1
Cc1cc2cc3c(cc2nc1SCc1ccc(C(=O)O)cc1)OCCO3	94	101	-10	-2	-51	8	13	-0.8	-13	4
C/C(=N\OCC(=O)Nn1c(C)nc2ccccc2c1=O)c1ccccc1	95	100	-3	nt	-17	21	15	0.0	-2	8

(listing goes on)
SMILES	HCT116 bCat-KO	PTEN del growth	Phagocytosis inh	E-sel TNF inh	Yeast growth inh	Measles CPE	Yeast life ext	MRP-1 activ	GALR2 antag	NPY Y2 blocker
CCN(CC)CCCN1C(=O)C(=O)/C(=C(/O)c2ccc(C)cc2)C1c1ccccn1 (centres undefined)	93	99	1	-2	-9	4	-16	-0.8	-28	4
CCc1ccccc1NC(=O)Cn1cccc1C1=NC(c2ccccc2)CO1 (centres undefined)	95	89	-5	20	-21	4	0	-3.1	4	6
Cc1ccc(C(=O)Nc2ccc(F)cc2F)o1	98	104	nt	3	-34	21	-12	0.6	-7	3
COc1cc(C(=O)O/N=C(\N)c2ccc([N+](=O)[O-])cc2)cc(OC)c1OC	89	69	-2	26	-29	31	-5	-4.6	13	2
CCN(CC)CCN1C(=O)C(O)=C(C(C)=O)C1c1ccc(OC)c(OC)c1 (centres undefined)	103	108	-1	nt	5	12	-8	-0.8	5	1
CCOc1ccc(NC(=O)CSc2nnc(-c3ccncc3)n2CC2CCCO2)cc1 (centres undefined)	86	99	1	47	-43	6	-6	-1.0	2	4
CCC1(C(=O)OC)NC(c2ccccc2OC)C2C(=O)N(C)C(=O)C21 (centres undefined)	95	94	nt	-17	14	3	-15	-0.2	5	-2
COc1ccc(C2C(C(=O)c3sc(C)nc3C)=C(O)C(=O)N2CCN(C)C)cc1 (centres undefined)	112	115	-1	15	-28	15	0	1.2	15	1
CCOC(=O)c1ccc(NC(=O)C(=O)NCc2ccncc2)cc1	96	103	0	21	-14	24	-18	-2.1	-1	-2
O=C(Nc1ccc(S(=O)(=O)NCCc2ccccc2)cc1)c1ccc(Br)o1	85	97	0	23	-3	24	0	0.3	12	0
